High-throughput results as filed in PubChem.
SUMO Mot1 rescue: yeast Mot1-301 growth rescue at high temperature, primary screen, SUMOylation pathway inhibitor project, S. cerevisiae, ATP luminescence, 38.5C; S. cerevisiae Mot1-301 growth rescue; percent above DMSO median, 100 means doubled; growth rescue, % at 18.8 µM; 320,000 tested, 1% active; AID 2716, 2010;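 active means every valid replicate shows activation above 250% relative to neutral control wells; inactive means the rest, any valid replicate at or below 250%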;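 further: OY570 slx delta 5 strain wells were the positive control but not used for scaling; some compounds called inactive have numbers as strong as hits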
Rtt109 HAT inh: inhibitors of C. albicans Rtt109/Vps75 HAT, primary screen, biochemical, ThioGlo CoA-SH fluorescence, plate reader; Histone acetyltransferase RTT109 (Candida albicans (strain SC5314 / ATCC MYA-2876)), …; inhibition, % at 34.9 µM; 330,000 tested, 0.16% active; AID 540336, 2011; purified Rtt109/Vps75, 4 h;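 active means inhibition of at least 50% in every replicate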
CDK5 inh: inhibitors of human CDK5/p35 kinase, primary screen, biochemical, single concentration. inhibition, % at 10 µM. Recombinant CDK5/p35, ADP-Glo luminescence, 60 min. 330,000 tested, 0.01% active. AID 488839, 2010;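 active means highest replicate inhibition of at least 50% and at least 75% of replicates reaching 50%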;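 further: plate controls were DMSO neutral control for no effect and GW8510 at 10 µM for full effect; many of its hits are not listed in these tables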
dFosB act: activators of delta FosB homodimer, primary screen, biochemical, fluorescence polarization, TAMRA-CDK5 oligo, single point; Protein FosB (Mus musculus), P13346; activation, % at 25 µM; 340,000 tested, 0.99% active; purified delta FosB; percent of positive-control signal above neutral wells;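 active means mean activation above about 17%, with every replicate also reaching it, limit read from the data, passing the limit was not always enough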;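 further: fluorescence polarization rise as delta FosB binds a TAMRA Cdk5 AP-1 oligo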
Target sequence (P13346 whole entry, looked up): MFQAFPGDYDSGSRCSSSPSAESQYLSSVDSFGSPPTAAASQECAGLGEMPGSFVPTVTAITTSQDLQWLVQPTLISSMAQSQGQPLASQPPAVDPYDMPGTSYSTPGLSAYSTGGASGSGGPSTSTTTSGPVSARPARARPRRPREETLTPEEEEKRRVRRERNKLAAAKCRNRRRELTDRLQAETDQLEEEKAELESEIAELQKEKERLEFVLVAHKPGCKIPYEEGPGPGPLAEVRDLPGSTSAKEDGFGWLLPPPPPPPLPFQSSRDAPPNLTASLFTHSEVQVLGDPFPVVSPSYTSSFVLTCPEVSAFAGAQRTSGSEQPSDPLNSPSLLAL
Keap1 Nrf2 FP: Keap1-Nrf2 protein-protein interaction inhibitors, primary screen, biochemical, fluorescence polarization, single point; Kelch-like ECH-associated protein 1 (Homo sapiens), Q14145; Keap1 Kelch-Nrf2 peptide fluorescence polarization, 1536-well; inhibition, % at 9.4 µM; 340,000 tested, 0.15% active; in the data active means inhibition above about 12%;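 further: human Keap1 Kelch domain with fluorescein labeled Nrf2 9mer peptide probe; 0% = neutral control wells and 100% = peptide positive control; higher means more block of Keap1 binding to Nrf2 peptide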
Target sequence (Q14145 whole entry, looked up, the tested form may be a part): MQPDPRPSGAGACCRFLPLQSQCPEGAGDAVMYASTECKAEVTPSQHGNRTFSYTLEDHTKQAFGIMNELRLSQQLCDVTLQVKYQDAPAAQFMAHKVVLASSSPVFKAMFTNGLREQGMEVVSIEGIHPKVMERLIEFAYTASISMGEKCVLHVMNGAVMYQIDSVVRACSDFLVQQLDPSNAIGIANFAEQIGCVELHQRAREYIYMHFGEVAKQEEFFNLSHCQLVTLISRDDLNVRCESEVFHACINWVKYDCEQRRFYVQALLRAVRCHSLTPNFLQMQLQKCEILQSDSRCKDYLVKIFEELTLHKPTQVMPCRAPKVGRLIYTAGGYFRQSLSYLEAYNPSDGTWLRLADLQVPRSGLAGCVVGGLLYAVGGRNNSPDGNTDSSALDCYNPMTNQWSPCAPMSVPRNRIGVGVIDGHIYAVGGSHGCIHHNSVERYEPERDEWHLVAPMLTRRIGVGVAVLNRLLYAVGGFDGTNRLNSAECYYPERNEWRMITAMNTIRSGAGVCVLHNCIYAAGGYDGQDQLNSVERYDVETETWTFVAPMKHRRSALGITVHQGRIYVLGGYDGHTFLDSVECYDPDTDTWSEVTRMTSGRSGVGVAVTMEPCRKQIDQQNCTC
C-LANA FP: inhibitors of KSHV C-LANA binding to DNA, primary screen, biochemical, fluorescence polarization, FAM-LBS DNA, MBP-C-LANA, single point. Kaposi's sarcoma herpesvirus LANA C-terminal domain (residues 932-1162) DNA binding. inhibition, % at 9 µM. 340,000 tested, 0.078% active;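 active means highest replicate inhibition at or above 60% at 9 µM, even if other replicates fall short; inactive means all replicates below 60% inhibition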;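 further: 0% = neutral control wells and 100% = 4 µM acridine orange control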
Cardiac RTF inh: cardiac RTF calcium sensitivity inhibitors, primary screen, biochemical, IANBD-TnC fluorescence, EC70 calcium. IANBD-labeled cardiac RTF, Ca2+ fluorescence. 340,000 tested, 0.12% active. inhibition, % at 7.15 µM. AID 493244, 2011;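 active means inhibition above the mean inhibition of all tested compounds plus 3 SD, cut at about 17% in these data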;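 further: assay run at fixed EC70 calcium of 1.6 mM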
RTF Ca sens act: cardiac RTF calcium sensitivity activators, primary screen, biochemical, IANBD-TnC fluorescence, EC20 calcium. Troponin I, cardiac muscle (Homo sapiens) + Troponin T, cardiac muscle (Homo sapiens) + …. IANBD-labeled TnC RTF fluorescence at EC20 calcium; 0% EC20 calcium, 100% full calcium. 340,000 tested, 0.24% active. activation, % at 7.2 µM;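 active means activation above the mean over all tested compounds plus 3 SD, cut at about 30% in these data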;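 further: rise in fluorescence read as greater calcium sensitivity of cardiac thin filaments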
NSD2 HMT inh: NSD2 histone methyltransferase inhibitors, primary screen, biochemical, AlphaScreen, single concentration, set 2 | NSD2 peptide methylation, 120 min | inhibition, % at 12.5 µM | 310,000 tested, 0.54% active; in the data active means inhibition above about 50%
PfHsp90 set2: growth inhibition of PfHsp90-expressing yeast, primary screen, antimalarial PfHsp90 inhibitor project, S. cerevisiae, BacTiter-Glo luminescence, single point, set 2. BacTiter-Glo ATP, 48 h; yeast lacking PDR1 and PDR3 efflux regulators. inhibition, % at 9.4 µM. 310,000 tested, 0.32% active. AID 504621, 2011;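 active means every replicate shows inhibition above about 80%, whatever the replicate mean, limit read from the data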;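 further: 0% = DMSO neutral controls and 100% = 20 µM radicicol positive controls; yeast relying on Plasmodium falciparum Hsp90 in place of its own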
PvdQ inh: P. aeruginosa PvdQ acylase inhibitors, primary screen, biochemical, fluorescence, plate reader and imaging, single point. PvdQ acylase [Pseudomonas aeruginosa LESB58]. purified PvdQ acylase. inhibition, % at 10 µM. 340,000 tested, 0.063% active. AID 488965, 2010; in the data active means inhibition above about 30%, passing the limit was not always enough;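 further: 0% = vehicle neutral wells and 100% = reference inhibitor wells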
* marks the source's active call; other numbers are inactive results; x = no result given.

Fields – SUMO Mot1 rescue	Rtt109 HAT inh	CDK5 inh	dFosB act	Keap1 Nrf2 FP	C-LANA FP	Cardiac RTF inh	RTF Ca sens act	NSD2 HMT inh	PfHsp90 set2	PvdQ inh
CCN(CC1CCCN(CCc2cccc(OC)c2)C1)C(=O)c1ccoc1 (configuration not stated)
    -6	-10	-0.1	2	2	-0.5	0	-1	2	6	-8
Cc1ccc(S(=O)(=O)N2CCN(C(=O)c3ccccn3)CC2)c(C)c1
    -5	5	-1.8	-2	-2	0.3	-3	0	-4	-2	3
COc1ccccc1-c1noc2ncnc(Nc3ccccc3C)c12
    3	1	0.6	3	0	0.1	-8	4	x	1	1
O=C(c1ccc(O)cc1)c1ccc(O)cc1O
    84	2	2.4	1	1	12	3	0	2	-12	-5
Cc1cccc(Cn2c(SCCO)nc3c2c(=O)n(C)c(=O)n3C)c1
    10	3	0.6	-6	-1	1.7	-10	8	-2	7	-11
COc1ccccc1NC(=O)c1ccc(Cl)c(S(=O)(=O)N2CCCCC2)c1
    -6	8	0.8	0	1	-0.3	-3	7	-5	-10	-1
COc1ccc(O)c(-c2cc(C(F)(F)C(F)F)nc(-c3ccccc3)n2)c1
    x	-5	0.2	4	-3	1.9	-8	0	-2	3	-17
Cc1cc(OCC(=O)Nc2cc(S(=O)(=O)N3CCOCC3)ccc2N2CCCC2)ccc1C(C)C
    11	13	-0.1	-9	0	1.3	-13	-1	-1	21	4
COc1cccc(-n2cnc3sc(C)cc3c2=O)c1
    -8	-3	1.6	-7	2	1.6	-7	-4	-6	-8	-9
CSc1cccc(NC(=S)Nc2ccc(F)cc2)c1
    14	10	2.3	-8	5	-0.2	-8	7	0	8	6
COc1ccc(-c2cc(C(=O)Nc3c(C)nn(Cc4ccccc4Cl)c3C)no2)cc1OC
    29	0	1.5	3	-3	-2.4	10	-5	-3	-8	-9
Cc1csc(C(=O)O)c1-n1cccc1
    -4	-2	-1.2	-6	-4	0.4	-15	1	-9	-9	-11
CCC(C)(C)c1ccc(Oc2ccc(N)cc2)cc1
    x	10	-1.1	-12	-1	-0.2	-17	0	21	6	16
Cn1c(N)c(C(=O)COC(=O)c2ccc([N+](=O)[O-])o2)c(=O)n(C)c1=O
    -7	-5	1.8	2	3	0.6	-4	-3	x	-5	-10
COc1ccccc1CNC(=O)COC(=O)C1CCN(S(=O)(=O)c2c(Cl)cccc2Cl)CC1
    x	1	-10	-5	-8	0.7	0	-3	-1	-16	-16
O=C1NC(=O)C(Cc2ccc(O)cc2)N1 (configuration not stated)
    x	-1	-4.0	-2	-1	2.1	1	11	x	10	-19
CCOC(=O)C1=C(O)C(=O)NC(c2ccccc2)=C(OC2CCCCC2)C1
    9	-7	-0.4	-2	-8	1.2	2	-2	1	-63	-7
NC(=O)C1CCCN(C(=S)Nc2cccc3ccccc23)C1 (configuration not stated)
    909*	3	2.5	4	-7	0.7	-1	4	2	12	-11
COc1cc(CCCN2C(=S)NC[C@@H]2c2ccccc2)cc(OC)c1OC
    -12	7	-3.8	2	-8	3.8	0	-13	x	33	-9
Cc1ccc(-c2nn(-c3ccccc3)cc2C(=O)N2CCOCC2)cc1C
    11	6	-0.2	1	-2	-1.6	-7	-7	2	-6	-2

Full records, quoted from the list. Values in the order: SUMO Mot1 rescue, Rtt109 HAT inh, CDK5 inh, dFosB act, Keap1 Nrf2 FP, C-LANA FP, Cardiac RTF inh, RTF Ca sens act, NSD2 HMT inh, PfHsp90 set2, PvdQ inh
Profile of `CCOC(=O)C1=C(O)C(=O)NC(c2ccccc2)=C(OC2CCCCC2)C1` → 9, -7, -0.4, -2, -8, 1.2, 2, -2, 1, -63, -7
Profile of `COc1cc(CCCN2C(=S)NC[C@@H]2c2ccccc2)cc(OC)c1OC` → -12, 7, -3.8, 2, -8, 3.8, 0, -13, x, 33, -9

Continued:
Fields – SUMO Mot1 rescue	Rtt109 HAT inh	CDK5 inh	dFosB act	Keap1 Nrf2 FP	C-LANA FP	Cardiac RTF inh	RTF Ca sens act	NSD2 HMT inh	PfHsp90 set2	PvdQ inh
COc1ccc(-c2c[n+]3c(n2-c2c(C)n(C)n(-c4ccccc4)c2=O)CCCCC3)cc1
    -5	-12	1.5	-7	-4	0.4	-5	8	1	-17	-8
Cc1onc(-c2ccccc2Cl)c1C(=O)Nc1ccccc1C(N)=O
    225	-3	-1.0	7	-5	-1.3	-9	-4	0	0	3
O=C(c1ccc(Cl)cc1)N1CCN(C(=O)c2ccco2)CC1
    5	0	0.2	2	-1	-0.1	-3	-4	0	15	-5
CNC(=S)N1CCN(c2cccc(OC)c2)CC1
    -7	-12	1.1	0	-3	5.7	-3	3	4	-10	-9
COc1ccc(C)cc1NC(=O)CSc1ccc(-c2cccnc2)nn1
    28	-1	-2.0	-12	0	0.5	-4	1	x	2	-18
CCN(CC)S(=O)(=O)c1ccc(N2CCCC2)c(NS(=O)(=O)c2cccs2)c1
    -8	-3	-1.3	-2	-2	-1.3	-17	-2	-2	15	-3
CCc1nnc(NS(=O)(=O)c2ccc(N=Cc3c(C)[nH]n(-c4ccc(C)c(C)c4)c3=O)cc2)s1
    246	-17	-0.9	-21	-1	-0.1	-1	-16	11	40	-11
CCCn1c(N)c(Sc2ccccc2[N+](=O)[O-])c(=O)n(CCC)c1=O
    1	1	-0.8	-6	1	0.5	-17	-2	0	22	-11
N#CCC(=O)Nc1ccc(C(=O)OCC(=O)Nc2ccccc2Sc2ccccc2)cc1
    -14	-8	2.0	-18	0	-2.2	x	x	-1	32	-7
CC(NC(=O)c1ccc(C#N)cc1)C1CC2CCC1C2 (configuration not stated)
    -17	9	0.7	-1	-11	0.7	-12	4	3	-35	-29
CC(NC(=O)Cc1ccc(S(=O)(=O)N2CCOCC2)s1)c1ccc(Cl)c(Cl)c1 (configuration not stated)
    4	-4	-0.7	-12	-2	1.1	-10	2	-2	x	-5
COc1ccc(Cc2nc3c4c(ncn3n2)Oc2c(ccc3ccccc23)C4c2ccc(OC)c(OC)c2)cc1 (configuration not stated)
    -11	-10	-0.8	32*	1	-0.8	-4	1	-1	0	-10
Cc1ccc(/C=C/C(=O)O)cc1S(=O)(=O)N(C)CCO
    -18	-1	0.8	-8	-5	0.2	-20	13	-2	-4	-18
C(#Cc1ccccc1)Cn1nnc2ccccc21
    -13	-10	1.5	-8	-4	0.2	-7	-6	-1	-8	-14
COc1ccc(NC(=O)C2=CC(c3ccc(OC)cc3)=NS(=O)(=O)N2C)cc1
    -4	3	-2.9	-3	-2	2.1	-2	1	x	36	-10
Cc1ccc(-c2c[n+](CC(=O)Nc3nc(-c4ccccc4)cs3)c3n2CCC3)cc1
    -34	-2	-1.2	-2	-4	-0.1	4	-4	6	0	-13
C/C(=N\OCc1nc2ccccc2c(=O)n1/N=C/c1cc(C)cc([N+](=O)[O-])c1O)c1ccccc1
    -7	-19	-0.3	-1	-1	0.1	2	3	7	14	-5
O=C(COC(=O)/C=C/c1ccccc1[N+](=O)[O-])NNC(=O)c1ccc(F)cc1
    x	-10	-0.3	4	2	-0.6	7	18	0	-13	-18
CCCCN(C)Cc1c(C)[nH]c2ccc(Cl)cc2c1=O
    -7	0	1.2	-3	-3	-0.5	6	2	0	6	-8
Cn1c(Cn2c(=O)sc3ccccc32)nnc1SCC(=O)NCCc1ccccc1
    -3	-11	-0.6	0	1	3.6	-7	3	x	6	-7
COc1ccc(NC(=O)N(C)C[C@H]2Oc3c(NC(=O)c4nc5ccccc5s4)cccc3C(=O)N([C@@H](C)CO)C[C@H]2C)cc1
    6	-3	-0.5	-12	1	1.4	2	-10	x	10	-15
Cc1cc(NC(=O)CSc2nc3ccccc3c(=O)n2C2CCCC2)no1
    -4	2	-1.0	4	1	-0.9	7	-5	-3	3	-1
COC(=O)c1cn(C(=O)c2ccc(C)cc2C)c2ccccc12
    -3	8	0.5	-9	-4	0.5	-5	2	-1	0	6
O=C(O)CSC(C(=O)Nc1ccc(Br)cc1)c1ccccc1 (configuration not stated)
    12	-6	0.1	-4	5	0.3	-20	-3	-2	-3	-9
Cc1ccccc1NC(=O)CSc1nnc(C)c(=O)[nH]1
    -9	1	0.1	1	3	-0.2	9	1	-2	-4	0
Cc1ccc(NS(=O)(=O)c2ccc(NC(=O)c3ccccc3C(=O)O)cc2)c(C)c1
    241	6	0.5	3	2	3.1	2	-10	1	-8	-2
CCCCCC(=O)Nc1ccc(N2CCOCC2)c(S(=O)(=O)Nc2ccc(OC)cc2)c1
    -8	0	-1.7	-2	2	3.1	-9	-9	-1	8	-3
Cc1cc(NC(=O)c2cc(-c3cccs3)on2)nn1Cc1ccc(Cl)cc1
    x	-1	0.6	3	-1	1.1	-7	-2	-5	5	-18
COc1ccc(/C=C2\Sc3ccc(C(=O)N4CCOCC4)cc3N(C)C2=O)cc1
    1	4	-1.7	-9	-2	1.1	0	-6	6	19	-1
